Screening data from PubChem.
TLR4 MyD88 comp – inhibitors of TLR4-MyD88 association in cells, primary screen, cell-based, HeLa CL3-4, BLA complementation, FRET ratio; HeLa CL3-4 TLR4/MyD88 BLA complementation; AID 861, 2007; inhibition, % at 8.4 µM; Toll-like receptor 4 (Homo sapiens) + Myeloid differentiation primary response protein …; hit rate 0.18% among 200,000; in the data active means inhibition above about 25%;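 further: 0% = vehicle and 100% = reference inhibitor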
Target sequence (O00206 whole entry, looked up): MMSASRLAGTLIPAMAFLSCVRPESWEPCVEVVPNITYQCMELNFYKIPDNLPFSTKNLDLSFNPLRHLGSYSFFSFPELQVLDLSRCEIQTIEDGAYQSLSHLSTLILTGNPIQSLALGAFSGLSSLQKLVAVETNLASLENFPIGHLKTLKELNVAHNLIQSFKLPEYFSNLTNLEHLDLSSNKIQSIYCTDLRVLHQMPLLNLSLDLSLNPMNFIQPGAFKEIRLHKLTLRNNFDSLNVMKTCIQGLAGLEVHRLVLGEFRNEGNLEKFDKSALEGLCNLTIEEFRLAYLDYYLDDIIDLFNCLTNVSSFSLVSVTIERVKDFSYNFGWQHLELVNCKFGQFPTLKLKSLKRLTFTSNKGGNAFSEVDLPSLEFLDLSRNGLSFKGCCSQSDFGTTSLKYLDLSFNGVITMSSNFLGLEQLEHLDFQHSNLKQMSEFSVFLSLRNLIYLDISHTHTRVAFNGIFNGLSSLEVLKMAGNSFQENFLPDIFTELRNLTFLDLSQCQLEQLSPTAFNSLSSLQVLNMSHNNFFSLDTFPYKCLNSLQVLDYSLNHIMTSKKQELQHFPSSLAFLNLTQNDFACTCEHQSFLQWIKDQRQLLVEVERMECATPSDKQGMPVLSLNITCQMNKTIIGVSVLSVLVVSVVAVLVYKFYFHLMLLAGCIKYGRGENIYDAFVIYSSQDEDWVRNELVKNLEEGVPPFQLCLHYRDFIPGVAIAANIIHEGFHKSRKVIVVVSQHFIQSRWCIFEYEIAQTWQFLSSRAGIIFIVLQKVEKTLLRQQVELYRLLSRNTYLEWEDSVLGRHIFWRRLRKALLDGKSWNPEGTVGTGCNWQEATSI
Target sequence (Q99836 whole entry, looked up): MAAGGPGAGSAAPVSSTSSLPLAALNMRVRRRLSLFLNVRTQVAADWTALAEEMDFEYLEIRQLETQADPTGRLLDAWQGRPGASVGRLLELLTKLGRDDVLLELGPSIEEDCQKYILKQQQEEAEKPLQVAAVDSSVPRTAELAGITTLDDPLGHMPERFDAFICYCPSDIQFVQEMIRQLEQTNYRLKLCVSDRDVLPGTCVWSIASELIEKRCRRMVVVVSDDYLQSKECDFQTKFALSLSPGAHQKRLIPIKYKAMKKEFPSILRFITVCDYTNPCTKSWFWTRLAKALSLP
PPARg SRC-2 ag – agonists of PPARg-SRC-2 recruitment, primary screen, biochemical, HTS; hit rate 0.34% among 200,000; PPARgamma LBD-SRC-2 recruitment; activation, % at 8 µM; AID 1032, 2008; Peroxisome proliferator-activated receptor gamma (Homo sapiens), P37231; in the data active means activation above about 22%;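 further: 0% = vehicle and 100% = reference agonist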
DTT redox prof – compounds producing H2O2 with reducing agent – biochemical, NIH compound library profiling, artefact control for MLSCN library redox annotation, primary screen; DTT-dependent redox cycling H2O2, phenol red/HRP absorbance; 100% = 100 µM peroxide control, 0% = buffer; activation, % at 10 µM; hit rate 0.03% among 200,000;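 active means activation of at least 50% relative to the plate's high and low controls in the primary single-dose screen; inactive means activation below 50%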;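 further: compound incubated with DTT at 0.8 mM final as the reducing agent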
S1P3 antag – S1P3 receptor antagonists, primary screen, cell-based; CHO S1P3 NFAT-BLA reporter, FRET fluorescence, antagonist mode; inhibition, % at 4.98 µM; Sphingosine 1-phosphate receptor 3 (Homo sapiens), Q99500; AID 485, 2006; hit rate 0.27% among 170,000;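 active means inhibition above the plate cutoff, the mean inhibition of test wells on that plate plus 3 SD, cut at about 28% in these data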;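 further: cells challenged with S1P at its EC80 of 0.8 µM; blue over green emission ratio from cleaved BLA substrate after 4 h stimulation; 0% = S1P-stimulated wells and 100% = unstimulated DMSO-only wells; some compounds past the cut are filed as inactive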
PPARg SRC-1 ag – PPARgamma agonists recruiting SRC-1 coactivator, primary screen, biochemical | Peroxisome proliferator-activated receptor gamma (Homo sapiens), P37231 | PPARgamma-SRC-1 coactivator recruitment biochemical assay | activation, % at 8 µM | hit rate 0.41% among 200,000 | AID 631, 2007; in the data active means activation above about 19%;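 further: 0% = DMSO and 100% = reference agonist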
L major viab – Leishmania major promastigote growth inhibition, primary screen; Leishmania major promastigotes, resazurin fluorescence viability; inhibition, % at 10 µM; hit rate 9% among 200,000; AID 1063, 2008; in the data active means inhibition above about 50%;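 further: promastigotes grown with compound for 44 hours at 28 °C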
ROMK primary – ROMK potassium channel modulators, primary screen, cell-based, thallium flux, MLSMR library; Tet-inducible ROMK, thallium flux fluorescence; actives lie on both sides; B-score at 10 µM; hit rate 2% among 130,000;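 active means signal ratio slope over the read window, or its plate-corrected B-score, at least 3 SD from the plate mean, either direction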;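 further: B-score of the F/F0 ratio slope over 7 to 12 s after thallium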
bIAP activator – bovine intestinal alkaline phosphatase activators, primary screen, biochemical, bovine IAP, CDP-star luminescence; alkaline phosphatase, intestinal [Bos taurus]; purified bovine IAP, 30 min; hits give high values; fold of DMSO-control signal, blank-subtracted; activation factor at 20 µM; hit rate 0.17% among 200,000;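 active means activation factor of 2 or more at 20 µM, a signal rise over negative controls twice the positive control's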
PPARg SRC-3 ag – PPARgamma agonists recruiting SRC-3 coactivator, primary screen, biochemical | Peroxisome proliferator-activated receptor gamma (Homo sapiens), P37231 | biochemical PPARgamma/SRC-3 coactivator recruitment assay | activation, % at 8 µM | hit rate 0.26% among 200,000 | AID 731, 2007; in the data active means activation above about 23%;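 further: 0% = DMSO and 100% = reference agonist; some compounds past the cut are filed as inactive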
TR-FRET SRC-2 ct – TR-FRET signal artefacts, primary screen, artefact control for PPARgamma SRC-2 agonist project, biochemical; TR-FRET artefact counter-screen; hits give high values; TR-FRET ratio at 8 µM; hit rate 0.4% among 200,000; AID 1049, 2008; in the data active means TR-FRET ratio above about 2000; further: inactives centre near 1500
bIAP inh – bovine intestinal alkaline phosphatase inhibitors, primary screen, selectivity assay for TNAP inhibitor project, biochemical, bovine IAP, CDP-star luminescence | alkaline phosphatase, intestinal [Bos taurus] | purified bovine IAP, 30 min | inhibition, % at 20 µM | 190,000 tested, under 10 active;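 active means over 50% inhibition of intestinal alkaline phosphatase at 20 µM in the single-dose screen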
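System: purified bovine intestinal alkaline phosphatase (IAP) enzyme; Input: IAP diluted 1/65,000,000 in the well; Measured by: CDP-star luminescence signal; Compound dosing: 20 µM single dose; Incubation: 30 min reaction at room temperature.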
Numbers without * were called inactive; x = not tested or not shown.

SMILES | TLR4 MyD88 comp | PPARg SRC-2 ag | DTT redox prof | S1P3 antag | PPARg SRC-1 ag | L major viab | ROMK primary | bIAP activator | PPARg SRC-3 ag | TR-FRET SRC-2 ct | bIAP inh
O=C1CCCc2nn(-c3ccccc3)nc21 | -2 | 8 | -0.5 | x | 0 | -4 | -0.014 | 0.9 | 4 | 1721 | 6
CCNc1ccc(S(=O)(=O)N(C)C)cc1NCC(=O)Nc1ccccc1Cl | 0 | 7 | -1.4 | 0 | 8 | 2 | -0.37 | 1.2 | 4 | 1614 | -21
O=C1CCCN1CCCNc1ncnc2c1[nH]c1ccccc12 | 0 | 11 | 0.1 | -13 | 1 | 10 | 0.71 | 1.1 | 3 | 1675 | -15
CCn1c(SCC(=O)c2ccc(F)cc2)nnc1-c1ccoc1C | -4 | -2 | 1.7 | -16 | 2 | -1 | x | 1 | -1 | 1439 | 3
COCCCNC(=S)N1CCN(c2nc3ccccc3s2)CC1 | 6 | 1 | -0.1 | 5 | 0 | 13 | -1.3 | 1 | -1 | 1439 | 0
CCN(C(=O)CSc1nc2ccccc2c(=O)n1-c1cccc(C)c1)C1CCS(=O)(=O)C1 (stereo not drawn) | 9 | 4 | -0.7 | 2 | 2 | 6 | -0.28 | 1.1 | 2 | 1561 | -6
C=CC[N+]1(CC#Cc2ccccc2)CCCC1 | 7 | 0 | 0.5 | -6 | 0 | -7 | 0.11 | 1 | -2 | 1590 | -3
Cc1cc(O)ccc1C1(c2ccc(O)cc2C)OC(=O)c2ccccc21 | 18 | 6 | 1.1 | x | 2 | -7 | x | 1.1 | 4 | 1437 | -13
Cc1ccc(S(=O)(=O)N2CCN(Cc3ccccc3C(F)(F)F)CC2)cc1 | 9 | -3 | 2.0 | 14 | -1 | 0 | x | 0.8 | 0 | 1387 | 18
CC1=CC(C)(C)N(C(=O)CN2C(=O)c3ccccc3C2=O)c2ccc(C)cc21 | 3 | 9 | 2.2 | x | 3 | 16 | x | 0.9 | 1 | 1532 | 13
O=C(Nc1ccon1)c1cc2c(s1)CCCCCC2 | -17 | 4 | 0.4 | 28 | 8 | 21 | -1.3 | 0.8 | 7 | 1453 | 19
O=C(C1=C[C@@H](C2CCCCC2)C[C@@H](OCc2ccc(CO)cc2)O1)N1CCN(Cc2ccccc2)CC1 | 3 | 4 | -0.4 | -4 | -6 | 40 | x | 1 | 2 | 1582 | -4
COc1ccc(OCC#CCN2CC(C)OC(C)C2)cc1 (stereo not drawn) | -11 | -1 | -0.4 | -23 | 3 | 57* | 0.065 | 1 | -2 | 1463 | 0
Cc1ccc(NC(=O)c2ccccc2-c2cc(C)no2)cc1 | -13 | 1 | 0.0 | -10 | 5 | -4 | 0.63 | 1.1 | 4 | 1593 | -9
CC(C)N1CCC(N2CCN(Cc3cccc4nonc34)CC2CCO)CC1 (stereo not drawn) | -4 | 4 | 0.6 | 10 | 8 | -4 | 0.086 | 1.1 | 6 | 1667 | -13
CCOc1cccc2sc(NN)nc12 | -7 | 6 | 0.4 | -9 | 0 | 5 | 0.017 | 1.1 | 2 | 1697 | -11
O=[N+]([O-])c1ccc(S(=O)(=O)CC2CSc3nc4ccccc4n32)cc1 (stereo not drawn) | -15 | 12 | -0.6 | -14 | 3 | 3 | 0.92 | 0.8 | 3 | 1674 | 19
O=C(NC1CCN(Cc2ccccc2)CC1)c1cc(Br)c(Br)[nH]1 | -4 | 10 | -0.9 | 8 | 6 | 60* | -0.081 | 0.9 | 0 | 1593 | 12
COc1ccc(N2CCN(C(=O)C3CCCO3)CC2)cc1 (stereo not drawn) | -13 | 6 | -0.9 | x | 4 | 0 | 0.71 | 0.9 | 1 | 1645 | 7
Cc1ccccc1Nc1nc(N)nc(CSc2nnc3ccccn23)n1 | -4 | -3 | -1.7 | -11 | 2 | -8 | -0.0094 | 1 | 0 | 1443 | 2
O=C(NC1CCCC1)C(c1ccsc1)N(Cc1ccco1)C(=O)Cc1cccs1 (stereo not drawn) | -8 | 3 | -0.5 | 23 | 7 | 62* | x | 0.9 | 21 | 1572 | 9
O=C(c1ccccc1)c1ccc(C(=O)N2CCN(c3ccc(F)cc3)CC2)o1 | -5 | 7 | 1.3 | 25 | -3 | 2 | x | 1 | -7 | 1356 | 3
O=C(Nc1ncc(C(F)(F)F)cc1Cl)C1COc2ccccc2O1 (stereo not drawn) | -6 | 7 | 1.0 | -3 | -5 | -9 | x | 1 | -3 | 1670 | 3
CC1(C)CC2(CCO1)OC(=O)CC2C(=O)NCCc1ccccc1 (stereo not drawn) | -5 | 1 | 2.0 | -12 | 10 | -3 | 0.51 | 1 | 7 | 1729 | 3
Cc1nc2ccc(N)cc2s1 | -19 | 6 | -2.0 | -28 | 10 | -5 | x | 0.9 | 6 | 1515 | 13
CN(C)c1ccc(-c2nnn(CC(=O)Nc3ccc4c(c3)OCCO4)n2)cc1 | 5 | 3 | 0.0 | -8 | 0 | -3 | 0.75 | 0.9 | 8 | 1506 | 8
Cn1c(SCCN2CCCCC2)nnc1-c1ccccc1Br | 0 | 6 | 2.6 | 2 | 0 | 73* | x | 0.9 | 1 | 1550 | 6
CCCc1cc(=O)[nH]c(SCC(=O)NC)n1 | 1 | 8 | -8.0 | x | -3 | -10 | x | 1 | -3 | 1598 | 2
CCCCN(CCCC)Cc1ccc(N)cc1 | 11 | 3 | -0.1 | -26 | 6 | 1 | x | 1 | -1 | 1703 | -1
Clc1ccc2nc(C3CCN(Cc4ccccc4)CC3)[nH]c2c1 | 21 | -1 | 2.1 | x | -7 | 88* | x | 1.3 | 5 | 1576 | -31
NC(N)=Nc1nc(-c2ccccc2)c2cc(F)ccc2n1 | 3 | 3 | -2.0 | -20 | 4 | 100* | -3.7* | 1.1 | 1 | 1664 | -12
COc1ccc(CNC(=O)c2ccc3c(=O)n(CCCN4CCCC4=O)c(=S)[nH]c3c2)cc1 | 6 | 2 | -0.6 | 10 | -3 | 4 | 0.028 | 0.9 | 1 | 1661 | 6
O=C(/C=C/c1ccco1)N1CCN(C/C=C/c2ccccc2)CC1 | 0 | 7 | 0.6 | -3 | 3 | -2 | x | 0.8 | 1 | 1575 | 17
O=C(Cn1cc(C(F)(F)F)ccc1=O)NCCc1ccc(Cl)cc1Cl | 3 | 4 | -0.7 | -25 | 4 | 3 | -0.61 | 0.9 | 1 | 1527 | 7
CCN(CC)S(=O)(=O)c1cccc(N=NC2=C(O)CCCC2=O)c1 | -10 | 3 | 0.7 | 0 | 1 | 61* | x | 1 | 4 | 1869 | -1
Cc1ccc2c(c1)/C(=N/O)CCS2 | -5 | 10 | -7.9 | x | 5 | -5 | x | 0.9 | 0 | 1591 | 8
CCN(CC)S(=O)(=O)c1cccc(C(=O)NN2Cc3ccccc3C2=N)c1 | -8 | 6 | 0.0 | -4 | 10 | -2 | x | 0.7 | -2 | 1548 | 28
COc1ccc(N(CC(=O)Nc2cc(OC)ccc2OC)S(=O)(=O)c2c(C)nn(C)c2C)cc1 | -3 | 10 | 0.1 | 0 | 5 | 100* | x | 1 | -1 | 1658 | 0
Cc1cc(Sc2nc(N(C)C)nc(N(C)C)n2)nc(Cl)n1 | 8 | 15 | -2.0 | -17 | 5 | 4 | 0.005 | 1.1 | 3 | 1707 | -13
CC(C)Oc1cccc(C(=O)C2CCCN(C(=O)c3ccoc3)C2)c1 (stereo not drawn) | 7 | 3 | -0.2 | -6 | 7 | -6 | x | 0.9 | 2 | 1753 | 8
O=C(NCCCCNC(=O)c1ccc(Br)s1)c1ccc(Br)s1 | -10 | -4 | 0.5 | x | 11 | -1 | 0.093 | 0.7 | -2 | 1510 | 30
O=C(O)Cn1c2c(c3ccccc31)CCCC2 | -3 | 7 | 0.3 | 10 | -5 | -4 | -0.9 | 1.1 | -6 | 1350 | -10
COC(=O)C1=C(C)NC(=O)NC1c1ccc(-c2ccc(F)cc2)o1 (stereo not drawn) | -6 | -3 | -1.2 | -25 | 5 | 3 | 0.56 | 1 | 7 | 1925 | 3
Cn1c(-c2sc3cc(C(F)(F)F)cnc3c2-c2cccs2)n[nH]c1=S | -4 | 30* | -1.1 | -16 | 17 | 2 | 0.16 | 0.9 | 22 | 2200* | 14
CC(C)COc1ccc(-c2nnc(-c3ccncc3)o2)cc1 | 6 | 4 | 0.3 | -16 | 12 | 0 | x | 1 | -5 | 1673 | 4
O=C(NC1CCCCC1)N1CCCc2ccccc21 | -4 | -6 | -0.7 | -22 | 7 | 24 | x | 0.8 | -3 | 1467 | 17
COc1cccc(CNC(=O)CCn2c(=O)oc3ccccc32)c1 | -15 | 4 | 1.6 | -19 | 0 | -3 | x | 0.9 | -5 | 1701 | 10
CC(C)C12CN3CC(C(C)C)(CN(C1)C3c1ccco1)C2=O (stereo not drawn) | -9 | 8 | -3.5 | x | 0 | -6 | x | 1.1 | -7 | 1517 | -6

Arranged by number of heavy atoms (ascending): 4 of the compounds above.
SMILES | TLR4 MyD88 comp | PPARg SRC-2 ag | DTT redox prof | S1P3 antag | PPARg SRC-1 ag | L major viab | ROMK primary | bIAP activator | PPARg SRC-3 ag | TR-FRET SRC-2 ct | bIAP inh
O=C(O)Cn1c2c(c3ccccc31)CCCC2 | -3 | 7 | 0.3 | 10 | -5 | -4 | -0.9 | 1.1 | -6 | 1350 | -10
O=C(NCCCCNC(=O)c1ccc(Br)s1)c1ccc(Br)s1 | -10 | -4 | 0.5 | x | 11 | -1 | 0.093 | 0.7 | -2 | 1510 | 30
COC(=O)C1=C(C)NC(=O)NC1c1ccc(-c2ccc(F)cc2)o1 (stereo not drawn) | -6 | -3 | -1.2 | -25 | 5 | 3 | 0.56 | 1 | 7 | 1925 | 3
CCN(CC)S(=O)(=O)c1cccc(C(=O)NN2Cc3ccccc3C2=N)c1 | -8 | 6 | 0.0 | -4 | 10 | -2 | x | 0.7 | -2 | 1548 | 28

Further results follow:
SMILES | TLR4 MyD88 comp | PPARg SRC-2 ag | DTT redox prof | S1P3 antag | PPARg SRC-1 ag | L major viab | ROMK primary | bIAP activator | PPARg SRC-3 ag | TR-FRET SRC-2 ct | bIAP inh
Cn1c(O)c(C=Nc2ccc(Br)cc2)sc1=O | 3 | 0 | -1.1 | -4 | 0 | 4 | 0.55 | 1.1 | 4 | 1337 | -6
O=C1NCCN(C(=O)CCc2nnc(-c3ccsc3)o2)C1c1ccc(F)cc1 (stereo not drawn) | -3 | -2 | -0.8 | -11 | 2 | -2 | 0.85 | 1.2 | 3 | 1468 | -18
CCOc1ccc2[nH]c(=O)c(CN(CCO)C(=O)c3ccc(OC)c(OC)c3)cc2c1 | -7 | 3 | 0.5 | x | 3 | 0 | 1.7 | 1 | 2 | 1397 | 0
O=C(Nc1nc(-c2ccc(Cl)cc2)cs1)C1CCCO1 (stereo not drawn) | 13 | 6 | -0.8 | -11 | 2 | -7 | -0.75 | 0.9 | 3 | 1764 | 11
